# ABHD4 inh: ABHD4 inhibitors, primary screen, biochemical, fluorescence polarization, mouse. (Lyso)-N-acylphosphatidylethanolamine lipase (Mus musculus), Q8VD66. purified mABHD4, FP-Rh probe fluorescence polarization. inhibition, % at 8.92 µM. 370,000 compounds, 0.54% hits. AID 720543, 2013;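 active means inhibition exceeding the mean over every tested compound plus 3 SD, cut at about 30% in these data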;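 further: 0% = plate median of compound wells and 100% = S159A mutant with DMSO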
# Target sequence (Q8VD66 whole entry, looked up): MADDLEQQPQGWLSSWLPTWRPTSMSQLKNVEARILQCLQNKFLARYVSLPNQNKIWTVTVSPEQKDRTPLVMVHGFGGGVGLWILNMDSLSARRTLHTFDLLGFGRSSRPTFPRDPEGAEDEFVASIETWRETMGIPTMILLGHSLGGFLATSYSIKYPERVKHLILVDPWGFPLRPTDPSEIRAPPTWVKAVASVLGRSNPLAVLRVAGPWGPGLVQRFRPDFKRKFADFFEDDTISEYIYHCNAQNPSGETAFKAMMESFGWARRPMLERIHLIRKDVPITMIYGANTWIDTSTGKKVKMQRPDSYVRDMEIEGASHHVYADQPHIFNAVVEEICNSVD
#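 Test system: mABHD4 protein; Read-out basis: % inhibition; Incubation: 45 min + 60 min at 25 °C; Repeats: single replicate; Technique: fluorescence polarization with parallel and perpendicular emission, 525/598 nm; Compound: 8.92 µM, single dose; Benchmarks: full inhibition S159A mutant plus DMSO, zero as sample-well median.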
# SMARCA2 act: SMARCA2 (BRM) function activators, primary screen, cell-based, luminescence, high throughput | 370,000 compounds, 1% hits | AID 652017, 2013 | activation, % at 9.1 µM | MG213 cells, MMTV-luciferase reporter, dexamethasone, overnight; in the data active means activation above about 7.8%;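 further: 0% = vehicle wells and 100% = reference activator wells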
# NR1D1 modulator: modulators of Rev-erb alpha DNA binding, primary screen, biochemical, FITC-DNA, fluorescence polarization, uHTS | activity, % at 10 µM | 370,000 compounds, 0.79% hits | Nuclear receptor subfamily 1 group D member 1 (Homo sapiens), P20393 | AID 1259318, 2017 | Rev-erbα–FITC-DNA binding, 90 min;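 active means activity above about 14%, limit read from the data; passing the limit was not always enough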;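 further: 0% = DMSO wells with 35 nM protein and 100% = DMSO wells with 750 nM protein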
# GC-A act: GC-A stimulated cGMP production enhancers – HEK293 GC-A cells, cGMP TR-FRET, EC30 ANP, primary screen; 370,000 compounds, 0.14% hits; activation, % at 10 µM; 0% at EC30 ANP, 100% saturating ANP; in the data active means activation above about 40%
# ARFGAP1 inhibitor: inhibitors of rat ARFGAP1 GAP activity, primary screen, biochemical, fluorescence polarization, GDP tracer; ADP-ribosylation factor GTPase-activating protein 1 (Rattus norvegicus), Q62848; Arfgap1-stimulated ARF1 GTP hydrolysis, GDP FP detection; inhibition, % at 16.5 µM; 360,000 compounds, 0.26% hits;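 active means inhibition above a per-plate limit, mean inhibition of low control wells plus 3 SD, cut at about 25% in these data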;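 further: 0% = DMSO wells with enzyme and 100% = wells lacking Arfgap1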
# Target sequence (Q62848 1-136 limits assumed): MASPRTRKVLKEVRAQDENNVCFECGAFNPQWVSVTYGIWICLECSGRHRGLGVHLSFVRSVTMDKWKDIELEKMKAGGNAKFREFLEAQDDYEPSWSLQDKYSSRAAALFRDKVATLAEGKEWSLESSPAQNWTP
#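 Material: rat Arfgap1 GAP domain (His6, aa 1-136), purified enzyme. Also added: human ARF1(Δ1-17)-GTP substrate. Compound dosing: 16.5 µM single point, 1.26% DMSO. Timing: enzyme reaction 120 min at 25 °C after 20 min preincubation. Signal: GDP detection by fluorescence polarization. Read-out basis: percent inhibition of GAP-stimulated GDP formation, scaled between DMSO and no-Arfgap1 medians.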
# HTRA1 inhibitor: HTRA1 serine protease inhibitors, primary screen, biochemical, fluorescence polarization, HTS; inhibition, % at 5.96 µM; recombinant HTRA1, FP-rhodamine activity-based probe; Q92743; 340,000 compounds, 0.5% hits; AID 504803, 2011; in the data active means inhibition above about 36%;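 further: 0% = enzyme with DMSO and 100% = wells lacking enzyme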
# rCAG binder: binders of r(CAG) RNA repeats, primary screen, biochemical, fluorescence; AID 651821, 2012; 370,000 compounds, 1.3% hits; r(CAG) RNA repeat, TO-PRO-1 dye displacement fluorescence; inhibition, % at 3 µM;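 active means inhibition above the plate cutoff, the mean of all test compounds on that plate plus 3 SD, cut at about 35% in these data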;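 further: 0% = DMSO alone and 100% = 100 µM mitoxantrone as full dye displacement; higher means more dye released from RNA so lower well fluorescence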
# PG9 binder: binders of HIV-1 gp120 antibody PG9, primary screen, biochemical, TR-FRET; TR-FRET gp120-PG9 antibody binding; 360,000 compounds, 0.43% hits; inhibition, % at 6.7 µM; in the data active means inhibition above about 8.5%
# GC-B act: human GC-B receptor activators, primary screen, HEK293 GC-B cells, cGMP TR-FRET, EC30 CNP. 0% at EC30 CNP, 100% saturating CNP. activation, % at 10 µM. 370,000 compounds, 0.11% hits;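 active means activation at 10 µM reaching about 35% in either raw or pattern-adjusted values, limit read from the data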
# ASAP1 GAP inh: inhibitors of human ASAP1 ArfGAP activity, primary screen, biochemical, fluorescence polarization; ASAP1-stimulated ARF1 GTP hydrolysis, GDP FP detection; Arf-GAP with SH3 domain, ANK repeat and PH domain-containing protein 1 (Homo sapiens), …; 360,000 compounds, 0.19% hits; inhibition, % at 16.5 µM; in the data active means inhibition above about 25%;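 further: 0% = vehicle with enzyme and substrate and 100% = no enzyme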
# Target sequence (Q9ULH1 325-724 limits assumed): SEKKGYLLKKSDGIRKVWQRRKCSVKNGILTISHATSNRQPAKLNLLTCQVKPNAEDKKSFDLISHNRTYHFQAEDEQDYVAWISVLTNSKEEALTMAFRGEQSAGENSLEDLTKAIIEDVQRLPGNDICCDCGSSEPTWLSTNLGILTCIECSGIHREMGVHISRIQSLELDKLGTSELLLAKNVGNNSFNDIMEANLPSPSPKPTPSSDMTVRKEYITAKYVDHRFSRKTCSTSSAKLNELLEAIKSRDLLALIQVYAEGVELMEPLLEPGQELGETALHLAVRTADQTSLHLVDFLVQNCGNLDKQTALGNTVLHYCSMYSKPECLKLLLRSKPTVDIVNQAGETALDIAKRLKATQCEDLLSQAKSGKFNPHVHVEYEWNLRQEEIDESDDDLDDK
# * marks the source's active call; other numbers are inactive results; / = not tested or not shown. Outcome played no part in choosing rows. Share with any hit: about 4.4%.
SMILES,ABHD4 inh,SMARCA2 act,NR1D1 modulator,GC-A act,ARFGAP1 inhibitor,HTRA1 inhibitor,rCAG binder,PG9 binder,GC-B act,ASAP1 GAP inh
Cc1ccccc1NS(=O)(=O)c1ccc(F)cc1,-10,-3,4,0,6,-4,0,0.5,7,-8
Cc1cc(C)cc(Nc2nc(-c3ccc(S(=O)(=O)N4CCCC4)cc3)cs2)c1,2,-3,0,0,-4,-11,7,-2.8,5,-3
O=C(Nc1cccnc1)c1cccnc1,-10,3,5,4,-3,-2,0,-1.2,1,3
CCCCCNCc1ccc(Cl)cc1,2,1,-5,-8,-2,-4,6,1.3,-5,-8
COc1ccc2c(c1)c(C(C)=O)c(C)n2-c1ccc(C(C)=O)cc1,-2,0,1,0,8,1,-2,4.4,-8,-10
COc1ccccc1Oc1nnnn1-c1ccc(C(N)=O)cc1,-1,-1,0,4,6,-3,-1,-1.4,1,-1
COC(=O)c1c(-c2ccc(OC)cc2)c2c(c3c4cc(OC)ccc4n(S(=O)(=O)c4ccc(F)cc4)c13)C(=O)N(C)C2,0,3,10,3,-3,/,14,1.0,-4,-1
Cn1ccnc1C1CCCCN1Cc1nc(Cc2ccccc2F)no1 (centres undefined),3,-2,-3,-1,-12,6,-3,-0.6,1,-2
CC(C)(C)C(=O)N1CCn2c1nc1ccccc12,0,1,0,-1,6,2,-2,0.8,7,3
CC(C)C1=NN2C(=N)CC(=O)N=C2S1,6,0,-3,1,12,-1,3,0.8,2,-3
CC(NC(=O)CCc1nnc(C2(c3ccc(Cl)cc3)CCC2)o1)C1CC1 (centres undefined),-5,1,-12,-7,-1,-1,-5,0.3,-6,10
O=C(NCCNC(=O)Oc1cccc2ccccc12)Oc1cccc2ccccc12,14,1,6,-7,-9,9,9,-1.2,3,0
COc1ccc(-c2nc(CS(=O)CC(=O)NCc3cccnc3)c(C)o2)cc1 (centres undefined),-3,2,-2,-3,10,6,4,-1.3,3,11
O=C(NCC1(N2CCCCC2)CCCCC1)C1CC(=O)N(c2ccc3c(c2)OCCO3)C1 (centres undefined),0,1,-3,0,10,-3,-1,2.8,2,9
COC(=O)c1cc(C(=O)OC)cc(N2C(=O)CC(NNC(=O)c3ccc(C)cc3)C2=O)c1 (centres undefined),-20,-2,5,-13,-7,-6,16,-0.6,1,2
COc1ccc(NC(=O)CN2C(=O)C(c3ccccc3)=NC23CCCCCC3)cc1,-14,-5,-1,2,-2,-19,1,-2.5,4,-6
O=C1CSC(c2cccnc2)N1CCc1ccccn1 (centres undefined),1,-4,1,-3,-7,3,3,-1.2,1,-6
CCN(CC)CC(=O)NCc1cc(-c2ccc(OC)cc2)no1,-7,1,6,5,7,1,-1,-2.7,0,-6
CC(C)NC(=O)N(C)C[C@@H]1Oc2c(NC(=O)Nc3ccccc3)cccc2C(=O)N([C@H](C)CO)C[C@H]1C,2,2,-3,5,15,3,1,-0.8,-4,-5
CC[C@]12C(=O)N(C)C[C@H]([C@@H]3C(=O)N(C)C(=O)[C@@H]31)N2C(=O)c1ccccc1,6,0,-3,-5,6,-1,0,1.9,-1,15
CCOc1ccc(S(=O)(=O)N2CCOCC2)cc1NC(=O)CSCc1ccc(C)cc1,-5,-4,3,-3,-5,-8,-2,2.2,-5,10
COc1cc(Cl)ccc1OC1(C)CCN(Cc2c(F)cccc2F)C1 (centres undefined),1,-2,2,-7,-2,/,-4,-0.8,-8,-12
O=C(Nc1ccc(F)cc1)OCc1cn(Cc2cccc(F)c2F)nn1,-6,-1,5,-4,/,/,1,/,-1,/
Clc1cccc(OCCN2CCOCC2)c1,2,-4,1,-4,19,2,-1,1.8,7,1
CCOC(=O)N1CCN(C(=O)CCCn2c(=S)[nH]c3ccsc3c2=O)CC1,1,0,3,-4,-8,1,-4,-0.4,2,-5

# 4 entries drawn at random from those above, as already listed:
SMILES,ABHD4 inh,SMARCA2 act,NR1D1 modulator,GC-A act,ARFGAP1 inhibitor,HTRA1 inhibitor,rCAG binder,PG9 binder,GC-B act,ASAP1 GAP inh
Cn1ccnc1C1CCCCN1Cc1nc(Cc2ccccc2F)no1 (centres undefined),3,-2,-3,-1,-12,6,-3,-0.6,1,-2
CC[C@]12C(=O)N(C)C[C@H]([C@@H]3C(=O)N(C)C(=O)[C@@H]31)N2C(=O)c1ccccc1,6,0,-3,-5,6,-1,0,1.9,-1,15
O=C(Nc1cccnc1)c1cccnc1,-10,3,5,4,-3,-2,0,-1.2,1,3
CCOc1ccc(S(=O)(=O)N2CCOCC2)cc1NC(=O)CSCc1ccc(C)cc1,-5,-4,3,-3,-5,-8,-2,2.2,-5,10

# Remaining list, next part
SMILES,ABHD4 inh,SMARCA2 act,NR1D1 modulator,GC-A act,ARFGAP1 inhibitor,HTRA1 inhibitor,rCAG binder,PG9 binder,GC-B act,ASAP1 GAP inh
Cc1nc(Cc2nnc(SCc3nc(N)nc(Nc4ccccc4C)n3)o2)cs1,1,-1,1,0,-4,-1,2,-0.3,-1,10
COc1ccc(NC(=S)Nc2cccc(C(C)=O)c2)cc1OC,22,-3,2,-2,3,10,5,-2.0,-4,10
COC(=O)C(C)n1cnc2c(nnn2-c2ccc(C)cc2)c1=O (centres undefined),-13,2,4,-4,8,-5,-1,1.6,4,7
CC1CCCN(Cc2ccc(OCc3ccccc3)cc2)C1 (centres undefined),1,2,-2,-1,10,8,-8,0.1,2,7
O=C(Nc1ccc(F)cc1)C(=O)C1C(=O)Nc2ccccc21 (centres undefined),5,1,2,1,-7,0,-2,0.4,-2,-3
NC(=O)CC(NC(=O)Cc1ccc(Br)cc1)c1ccc(N2CCc3ccccc3C2)c([N+](=O)[O-])c1 (centres undefined),-9,-1,1,-2,5,-6,10,-1.9,-1,8
CCc1ccccc1NS(=O)(=O)c1ccc2[nH]cc(C(=O)NCc3ccco3)c(=O)c2c1,2,2,13,-1,-2,3,1,-0.9,4,-1
Cc1cc(C)cc(N(CC(=O)NC2CCCC2)C(=O)CCC(=O)Nc2cc(C)ccn2)c1,2,0,3,2,4,-2,-1,-0.7,-3,-13
Cc1ccc(Nc2nnc(SC(C)C(=O)NC3CC3)s2)cc1 (centres undefined),3,-2,-9,1,6,2,1,0.1,-8,-7
Oc1ccc(N2CCN(c3nnnn3-c3ccccc3)CC2)cc1,7,0,2,2,3,3,1,-1.1,-1,1
O=C(CSc1nnc(-c2ccncc2)o1)N1CCc2ccccc2C1,-5,0,6,1,-1,5,-3,1.1,3,0
N=C1C2=C3Sc4ccccc4N3CCCC2=NN1c1cccc(S(=O)(=O)O)c1,11,3,-7,6,9,-3,38*,0.0,-2,5
Cc1ccc(NC(=O)c2cc([N+](=O)[O-])ccc2N2CCOCC2)cc1S(=O)(=O)N(C)C,3,-3,2,-2,12,4,2,1.0,4,2
CCc1ccccc1NC(=O)Cn1ccn(-c2ccc(OC)cc2)c(=O)c1=O,3,0,6,-1,6,-4,-1,-0.9,0,-8
CCOC(=O)N1CCN(CC(=O)Nc2c(C(=O)OC)[nH]c3cccc(Cl)c23)CC1,/,/,2,0,/,-1,/,/,2,/
COc1ccc(C(=O)OCCCN(C)C2CN(Cc3cn(Cc4ccccc4Cl)nn3)S(=O)(=O)C2)cc1OC (centres undefined),0,-1,-3,-2,/,/,2,/,-8,/
C[C@H](CO)N1C[C@H](C)[C@@H](CN(C)S(=O)(=O)c2cccc(C#N)c2)OCc2cn(nn2)CCCC1=O,-4,-5,-1,2,11,1,0,0.1,5,2
CSC1=NN(c2ccccc2)CN(c2ccccc2)N1C,12,-3,3,-5,-5,1,0,1.0,-4,-3
CCCc1nnc(NC(=O)CCC(=O)N2CCN(CCOc3ccc(C)cc3)CC2)s1,1,-2,2,-2,3,-1,-8,0.9,7,4
Nc1nc(-c2ccccc2)cn1N,-3,4,-5,-4,-9,-1,6,-0.1,-4,-5
CCOc1c(Br)cc(C(N)=O)cc1OCc1ccccc1,-1,2,-5,9,-3,-12,1,-1.0,8,-7
N#CCC(=O)N/N=C\c1cc(Br)ccc1OC/C=C/c1ccccc1,-6,1,-2,-9,3,-32,14,-0.9,5,7
Cc1cccc(N2CCN(C(=O)CCCCCn3c(=S)[nH]c4ccc(N5CCOCC5)cc4c3=O)CC2)c1C,8,-1,1,-4,-13,6,5,-0.5,-4,-1
CS(=O)(=O)N1CC(C(=O)O)Oc2ccc(CC(=O)O)cc21 (centres undefined),2,-6,2,-3,-8,-1,0,-1.9,-1,-7
CC(=O)NN1C(=O)c2ccccc2NC1c1ccccc1O (centres undefined),3,-1,-3,-2,-2,0,2,0.4,-6,3

# Next structures.
SMILES,ABHD4 inh,SMARCA2 act,NR1D1 modulator,GC-A act,ARFGAP1 inhibitor,HTRA1 inhibitor,rCAG binder,PG9 binder,GC-B act,ASAP1 GAP inh
Cc1ccc(OCCCCn2cnc3ccccc32)c(C)c1,19,-3,4,2,-2,-4,-2,-1.9,4,8
CN(C)S(=O)(=O)c1cccc(CSCc2cccc(S(=O)(=O)N(C)C)c2)c1,-2,-5,0,-3,11,-5,3,0.8,-2,-4
O=C(O)C1C2C=CC(O2)C1C(=O)NC1CCCc2ccccc21 (centres undefined),-1,-1,-6,2,-3,2,5,0.5,3,-3
Cc1cccc(C(=O)Nc2ccc(N3CCN(S(C)(=O)=O)CC3)cc2)c1,5,5,-5,7,-2,9,-4,0.9,0,-1
Cc1ccc(NC(=O)C(=O)NNC(=O)c2cccs2)cc1,-2,-1,-6,0,5,-3,0,0.4,-2,1
O=C(Cc1ccc2c(c1)OCCO2)Nc1ccc(Cl)c(S(=O)(=O)N2CCOCC2)c1,1,-2,-5,0,3,-6,4,-0.8,-3,-1
O=C(Nc1nc2ccccc2s1)c1ccc(F)cc1,7,2,3,14,-7,-19,0,-0.2,0,11
CCCSc1nc2c(c(=O)n(C)c(=O)n2C)n1Cc1ccc(C)cc1,0,0,2,20,-3,0,-2,0.4,29,-4
COc1ccc(NC(=O)CN(C)C(=O)C(C)Oc2ccc(Br)cc2)cc1 (centres undefined),-5,-2,0,3,5,1,-4,-0.2,4,-1
Cc1ccc(S(=O)(=O)Oc2ccc(N3C(=O)C4C5CCC(C5)C4C3=O)cc2)cc1 (centres undefined),-7,-5,-3,-3,4,-5,1,1.3,3,-10
O=c1[nH]c(=S)[nH]c2nc(-c3cccs3)cc(C(F)(F)F)c12,-1,-1,-3,5,2,-2,9,0.0,-2,-2
C[C@H](CO)N1C[C@H](C)[C@@H](CN(C)C(=O)c2ccncc2)OCc2cn(nn2)CCCC1=O,1,3,0,1,7,/,0,0.9,2,7
Cc1ccc(NC(=O)COC(=O)Cc2ccc(Br)cc2)cc1S(=O)(=O)N1CCOCC1,5,-1,-2,-2,-11,-17,4,0.5,-5,5
